Screening results (PubChem BioAssay)
ZTA counter: counter-screen for EBNA-1 inhibitors: inhibitors of Epstein-Barr virus ZTA; P03206; 0.15% of 320,000 active; ZTA-DNA binding, fluorescence polarization; inhibition, % at 11 µM; in the data active = inhibition above about 33%
EBNA-1 inh: blocks EBNA-1 binding to DNA | 0.34% of 300,000 active | EBNA-1 DNA binding, fluorescence polarization | inhibition, % at 14.8 µM; in the data active = inhibition above about 28%
PAFAH1B3 FP inh: PAFAH1B3 (human) inhibition; 0.28% of 340,000 active; Q15102; recombinant PAFAH1B3, FP-rhodamine probe, fluorescence polarization; inhibition, % at 3.39 µM; AID 492972;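 active = inhibition above the screen-wide average of all tested compounds plus 3 SD, cut at about 25% in these data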;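 note: 0% = enzyme with DMSO only and 100% = wells lacking PAFAH1B3 protein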
Target sequence (Q15102 whole entry, looked up): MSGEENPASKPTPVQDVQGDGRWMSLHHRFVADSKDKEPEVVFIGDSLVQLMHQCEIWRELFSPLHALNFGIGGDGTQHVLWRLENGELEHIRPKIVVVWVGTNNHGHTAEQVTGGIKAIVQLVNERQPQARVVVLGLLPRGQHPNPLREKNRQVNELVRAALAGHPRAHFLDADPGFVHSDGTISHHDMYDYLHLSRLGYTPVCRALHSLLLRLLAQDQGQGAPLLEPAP
PAFAH1B2 inh: PAFAH1B2 (human) inhibition; P68402; recombinant PAFAH1B2, FP-rhodamine activity probe, fluorescence polarization; inhibition, % at 3.39 µM; 1.2% of 340,000 active;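 active = inhibition above the mean of all tested compounds plus 3 SD, cut at about 24% in these data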;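 note: 0% = enzyme with DMSO and 100% = wells lacking PAFAH1B2; many of its hits are not listed in these tables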
Target sequence (P68402 whole entry, looked up): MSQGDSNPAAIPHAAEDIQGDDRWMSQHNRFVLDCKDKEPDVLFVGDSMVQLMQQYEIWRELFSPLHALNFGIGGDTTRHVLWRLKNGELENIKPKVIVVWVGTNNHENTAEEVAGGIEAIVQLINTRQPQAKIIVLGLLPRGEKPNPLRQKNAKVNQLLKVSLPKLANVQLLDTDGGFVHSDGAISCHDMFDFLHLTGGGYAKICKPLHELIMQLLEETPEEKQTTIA
PAFAH2 FP inh: PAFAH2 (human) inhibition; Q99487; recombinant PAFAH2, FP-rhodamine activity probe, fluorescence polarization; inhibition, % at 3.39 µM; 0.99% of 340,000 active;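 active = inhibition above the mean over all tested compounds plus 3 SD, cut at about 30% in these data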;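 note: inhibitors block probe labeling of enzyme so polarization drops; 0% = enzyme with DMSO and 100% = wells lacking PAFAH2 protein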
LYPLA1 inh: counter-screen for PME1 inhibitors: inhibitors of human LYPLA1; recombinant LYPLA1, FP-Rh probe fluorescence polarization; inhibition, % at 5.9 µM; 0.16% of 320,000 active; O75608; AID 2174;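 active = inhibition above the mean of all tested compounds plus 3 SD, set per campaign, cut at about 14% in these data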;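 note: inhibitors block serine hydrolase probe labeling of LYPLA1 so polarization falls; 0% = enzyme with DMSO and 100% = wells lacking LYPLA1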
LYPLA2 counter: LYPLA2 (human) inhibition in PME1 counter-screen | recombinant LYPLA2, FP-Rh probe fluorescence polarization | 0.38% of 320,000 active | O95372 | inhibition, % at 5.9 µM;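 active = inhibition above the screen-wide mean plus 3 SD, limit set per campaign, cut at about 26% in these data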;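 note: 0% = LYPLA2 with DMSO and 100% = wells lacking LYPLA2 enzyme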
pPAFAH inh: inhibitors of human plasma PAF acetylhydrolase (pPAFAH) | Q13093 | recombinant pPAFAH, FP-rhodamine probe fluorescence polarization | inhibition, % at 3.39 µM | 1.5% of 330,000 active | AID 463082;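 active = inhibition above the mean inhibition across the screen plus 3 SD, cut at about 25% in these data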;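 note: inhibitors block binding of the rhodamine activity-based probe so polarization drops; 0% = enzyme with DMSO and 100% = wells lacking pPAFAH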
Target sequence (Q13093 whole entry, looked up): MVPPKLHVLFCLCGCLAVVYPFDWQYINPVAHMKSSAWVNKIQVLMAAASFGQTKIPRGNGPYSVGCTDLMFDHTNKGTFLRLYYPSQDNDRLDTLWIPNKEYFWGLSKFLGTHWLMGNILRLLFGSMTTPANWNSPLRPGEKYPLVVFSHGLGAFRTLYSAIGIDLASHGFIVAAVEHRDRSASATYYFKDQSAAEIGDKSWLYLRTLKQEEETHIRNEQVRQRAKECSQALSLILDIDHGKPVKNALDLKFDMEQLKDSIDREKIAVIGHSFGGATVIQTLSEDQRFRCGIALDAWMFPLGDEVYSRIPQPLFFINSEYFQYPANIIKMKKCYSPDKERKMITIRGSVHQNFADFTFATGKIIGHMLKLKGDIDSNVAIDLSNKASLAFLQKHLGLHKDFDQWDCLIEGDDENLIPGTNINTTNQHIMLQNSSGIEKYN
PREPL inhibitor: inhibitors of human prolyl oligopeptidase-like enzyme PREPL | Q4J6C6 | recombinant PREPL, fluorescence polarization activity-based probe | inhibition, % at 5.96 µM | 0.68% of 320,000 active; in the data active = inhibition above about 43%;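 note: 0% = enzyme with DMSO and 100% = wells lacking enzyme; many of its hits are not listed in these tables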
Numbers without * were called inactive; . = not tested or not shown. This is a subset, so the mix of outcomes need not match the whole.

(1) O=C(Nc1ncccn1)c1cccc(F)c1
(2) Cc1ccc(NC(=O)CSc2ccc(C(N)=O)cc2[N+](=O)[O-])cc1
(3) O=C(C1CCCCC1)N1CCN(c2ncccn2)CC1
(4) COc1ccc(C(=O)COc2ccccc2C(N)=O)cc1
(5) O=S(=O)(c1cccc(S(=O)(=O)N2CCC(Cc3ccccc3)CC2)c1)N1CCOCC1
(6) CCN(CC)S(=O)(=O)c1ccc(N2CCOCC2)c(NC(=O)c2ccc(=O)n(C)n2)c1
(7) C=CCNc1nc2ccccc2nc1NS(=O)(=O)c1cccs1
(8) CCn1c(=O)c([N+](=O)[O-])c(NCC(O)c2ccccc2)c2ccccc21 (configuration not stated)

assay / entry	1	2	3	4	5	6	7	8
LYPLA1 inh	2	-3	-1	0	1	3	2	-4
PREPL inhibitor	6	16	-8	0	13	8	-5	-4
PAFAH2 FP inh	6	4	7	3	9	-3	5	-4
LYPLA2 counter	4	2	4	4	7	-1	-3	-4
EBNA-1 inh	4	9	9	2	-4	.	0	3
ZTA counter	-2	10	-7	-5	-5	-1	-3	1
PAFAH1B2 inh	5	5	6	0	10	-3	5	1
pPAFAH inh	0	4	-1	0	2	0	1	-1
PAFAH1B3 FP inh	6	-2	8	10	2	2	6	-2

Some values from the results shown:
entry 4 – PAFAH1B2 inh = 0
entry 7 – PAFAH2 FP inh = 5
entry 3 – ZTA counter = -7
entry 6 – PAFAH1B2 inh = -3

Following part:
(9) O=C(c1ccc(NC2=NC3CS(=O)(=O)CC3S2)cc1)N1CCN(Cc2ccccc2)CC1 (configuration not stated)
(10) OCc1c[nH]c2ccccc12
(11) CCOc1ccccc1Oc1cn[nH]c1-c1ccc(O)cc1O
(12) O=C1C2CC=CCC2C(=O)N1CC1CCCO1 (configuration not stated)
(13) CCCOC(=O)NC(CC)COC(=O)Nc1cc(C)ccc1C (configuration not stated)
(14) COc1ccc(NC(=O)C2CSC3c4ccccc4C(=O)N23)cc1 (configuration not stated)
(15) COc1ccc(CN2CCN(CCC(C)C)C(CCO)C2)cc1Cn1cccn1 (configuration not stated)
(16) COC(=O)CNc1ccc2c(c1)OCO2

assay / entry	9	10	11	12	13	14	15	16
LYPLA1 inh	-3	1	-4	2	3	2	0	2
PREPL inhibitor	13	35	-9	2	-3	18	9	16
PAFAH2 FP inh	-2	-4	0	11	2	1	-1	0
LYPLA2 counter	5	1	1	0	6	3	5	9
EBNA-1 inh	1	-3	6	12	-10	-3	6	-5
ZTA counter	-7	-10	9	2	4	-6	16	-12
PAFAH1B2 inh	6	1	8	3	7	-1	1	5
pPAFAH inh	1	2	6	1	1	-1	4	5
PAFAH1B3 FP inh	5	2	10	-5	6	0	0	1

(17) N#Cc1ccccc1CN1C(=O)NC2(CCCCCC2)C1=O
(18) Cn1nccc1C(=O)Nc1ccn(C23CC4CC(CC(C4)C2)C3)n1
(19) Cc1sc(/C=C2\C(=O)ON=C2c2ccccc2)cc1Br
(20) COCCNC(=O)C1CC(c2cccc([N+](=O)[O-])c2)=NO1 (configuration not stated)
(21) Cc1ccc(Cn2ccc(=O)c(Cc3c(Cl)cccc3Cl)c2C)cc1
(22) CC1=CS/C(=C(/C#N)C(=O)N2CCCCC2)N1c1ccccc1
(23) COc1ccc(-n2nc(C(=O)NCC(=O)Nc3ccc(F)cc3)c3ccccc3c2=O)cc1
(24) Cc1cc(C)c2cc(C(O)c3nnnn3Cc3ccccc3)c(=O)[nH]c2c1 (configuration not stated)

assay / entry	17	18	19	20	21	22	23	24
LYPLA1 inh	1	2	0	2	-10	1	-4	2
PREPL inhibitor	1	15	2	2	-15	3	-2	-12
PAFAH2 FP inh	-4	-2	.	4	3	1	-11	-4
LYPLA2 counter	5	5	2	6	-3	0	-1	5
EBNA-1 inh	-2	-3	2	7	5	-6	1	-7
ZTA counter	-1	-20	-15	-23	6	-2	-1	-1
PAFAH1B2 inh	5	24*	.	10	6	8	3	4
pPAFAH inh	5	4	1	-5	-1	-3	-4	6
PAFAH1B3 FP inh	3	1	.	7	5	8	5	-3

(25) O=C(C1CCN(Cc2cc(Cl)ccc2O)CC1)N1CCN(Cc2ccccc2)CC1
(26) O=C(O)c1cccc2c1C(=O)N(c1ccccc1)C2
(27) Cc1cccc(NC(=O)CNC(=O)c2sc3ccccc3c2Cl)n1
(28) COc1ccc(/C=C/C(=O)N2CCC(C(N)=O)CC2)cc1S(=O)(=O)N1CCOCC1
(29) COc1cc(-c2c(-c3ccsc3)sc3ccccc23)cc(OC)c1OC
(30) O=C(c1ccc(F)c(F)c1)N1CCC2(CC1)NCCc1[nH]cnc12
(31) Cc1[nH]c2ccc(C(=O)NC3CCC(C)CC3)cc2c1C (configuration not stated)
(32) C=CCc1c(C)nc(SC)nc1Nc1ccc(C)cc1

assay / entry	25	26	27	28	29	30	31	32
LYPLA1 inh	-1	-1	-4	2	-4	2	2	-2
PREPL inhibitor	25	11	-5	2	4	18	-5	3
PAFAH2 FP inh	-1	-3	-5	0	7	0	5	-5
LYPLA2 counter	8	-1	-4	0	1	12	6	2
EBNA-1 inh	1	-9	-2	8	.	6	-5	-1
ZTA counter	-7	-3	8	-6	1	1	-20	-11
PAFAH1B2 inh	3	-2	1	2	2	-1	8	-1
pPAFAH inh	3	-5	4	8	9	2	4	3
PAFAH1B3 FP inh	-3	-1	-4	7	14	13	1	8

(33) Cc1ccc[n+](CC2OCc3ccccc3CO2)c1
(34) CCOC(=O)c1cnc(SCC(=O)NCc2ccco2)nc1N
(35) Cc1nc2ccccc2n1C1CC(=O)N(N(C)C)C1=O (configuration not stated)
(36) COc1ccc(NC(=O)CN2C(=O)C(C)Oc3ccc(C)cc32)cc1 (configuration not stated)
(37) CC(OC(=O)COc1ccc(C#N)cc1)C(=O)Nc1ccc(Cl)cn1 (configuration not stated)
(38) COc1ccc(S(=O)(=O)N2CCCC2)c(Cl)c1Cl
(39) CCN(CC(=O)Nc1c(F)cccc1F)C(=O)CCN1C(=O)C2CCCCC2C1=O (configuration not stated)
(40) Cc1nn(C)c(C(=O)NNC(=S)NC2CCCCC2)c1Cl

assay / entry	33	34	35	36	37	38	39	40
LYPLA1 inh	2	-1	-4	1	1	0	-2	-3
PREPL inhibitor	5	-8	3	9	1	3	-6	-17
PAFAH2 FP inh	-2	6	0	4	1	0	-4	-9
LYPLA2 counter	4	-1	2	6	2	1	0	0
EBNA-1 inh	-7	9	-2	6	-8	-9	7	5
ZTA counter	5	-5	-3	-6	-10	1	8	24
PAFAH1B2 inh	-3	7	3	1	8	-1	5	1
pPAFAH inh	-3	3	3	-7	5	2	0	3
PAFAH1B3 FP inh	-3	11	8	2	8	10	0	5

Complete entries from above:
Results for CCOC(=O)c1cnc(SCC(=O)NCc2ccco2)nc1N : LYPLA1 inh = -1; PREPL inhibitor = -8; PAFAH2 FP inh = 6; LYPLA2 counter = -1; EBNA-1 inh = 9; ZTA counter = -5; PAFAH1B2 inh = 7; pPAFAH inh = 3; PAFAH1B3 FP inh = 11
Results for Cc1nc2ccccc2n1C1CC(=O)N(N(C)C)C1=O (configuration not stated) : LYPLA1 inh = -4; PREPL inhibitor = 3; PAFAH2 FP inh = 0; LYPLA2 counter = 2; EBNA-1 inh = -2; ZTA counter = -3; PAFAH1B2 inh = 3; pPAFAH inh = 3; PAFAH1B3 FP inh = 8

New compounds follow
(41) CC1CCC(NC(=O)CN2C(=O)COc3ccc(S(=O)(=O)N4CCCC4)cc32)CC1 (configuration not stated)
(42) COC(=O)C[N+](C)(C)C/C=C\c1ccccc1
(43) Cc1ccc(NC(=O)COc2cccc(Oc3ccccc3)c2)cc1S(=O)(=O)N1CCOCC1
(44) Cc1nnc(-c2cnn(-c3ccccc3)c2N)n1Cc1ccncc1
(45) O=C(O)c1ccc(COc2ccccc2/C=C2\NC(=O)N(Cc3ccccc3)C2=O)cc1
(46) COC(=O)c1nnn(-c2nonc2N)c1CSc1ccccn1
(47) Cc1ccc(NC(=O)CCCN2C(=O)/C(=C/C=C/c3ccccc3)SC2=S)cc1
(48) CCOCc1[nH]c(=S)[nH]c(=O)c1Cc1ccc(OCC)cc1

assay / entry	41	42	43	44	45	46	47	48
LYPLA1 inh	-4	-4	-19	-1	-4	0	-21	-4
PREPL inhibitor	-2	-5	-3	22	-13	4	5	-18
PAFAH2 FP inh	.	-3	-14	-2	-2	0	-17	1
LYPLA2 counter	-2	-7	-35	1	-1	6	-28	-11
EBNA-1 inh	9	0	.	6	4	5	6	7
ZTA counter	-1	-8	23	0	14	-1	6	-2
PAFAH1B2 inh	.	5	-4	3	7	6	2	-1
pPAFAH inh	2	12	-1	3	7	2	10	0
PAFAH1B3 FP inh	.	4	-4	6	-2	4	-2	4

A second format for some results above:
Every second line gives: LYPLA1 inh, PREPL inhibitor, PAFAH2 FP inh, LYPLA2 counter, EBNA-1 inh, ZTA counter, PAFAH1B2 inh, pPAFAH inh, PAFAH1B3 FP inh
28. COc1ccc(/C=C/C(=O)N2CCC(C(N)=O)CC2)cc1S(=O)(=O)N1CCOCC1
→ 2, 2, 0, 0, 8, -6, 2, 8, 7
29. COc1cc(-c2c(-c3ccsc3)sc3ccccc23)cc(OC)c1OC
→ -4, 4, 7, 1, ., 1, 2, 9, 14

The list goes on.
(49) Nc1nc(SCc2c(Cl)cccc2Cl)n[nH]1
(50) Cc1cc(-c2nnc(CCC(=O)NC(C)c3ccc(F)cc3)o2)no1 (configuration not stated)
(51) CN1CCN(NC(=O)c2ccc(F)cc2)CC1
(52) Cc1c(Cl)cccc1NC(=O)CCCN1C(=O)c2cccnc2C1=O
(53) Cc1ccc2nc(SCC(=O)Nc3ccc(F)cc3)nc(=O)n2c1
(54) O=C(CN(C(=O)c1ccc(Cl)cc1)C1CCCCC1)Nc1ccc(Cl)c([N+](=O)[O-])c1
(55) Cc1ccc(S(=O)(=O)n2nc(-c3ccco3)nc2SCc2ccccc2)cc1
(56) COC(=O)CCC(=O)OC1(C)C(=O)C=C2C=C(C3CC3)N(CCc3ccccn3)C=C2C1=O (configuration not stated)

assay / entry	49	50	51	52	53	54	55	56
LYPLA1 inh	2	-4	-2	0	-3	-5	0	0
PREPL inhibitor	5	-4	-12	4	0	4	-5	22
PAFAH2 FP inh	-3	2	1	-2	4	-16	9	10
LYPLA2 counter	4	0	-2	2	4	2	5	3
EBNA-1 inh	-1	3	2	7	5	2	-4	-1
ZTA counter	18	15	13	-17	3	12	-7	6
PAFAH1B2 inh	0	0	-1	1	3	-5	0	1
pPAFAH inh	0	3	4	3	5	-1	-4	-2
PAFAH1B3 FP inh	15	10	-7	-2	5	3	7	8

(57) COc1cccc(-c2nnc(NC(=O)Cc3cccs3)s2)c1
(58) CS(=O)(=O)c1cnc2c(-c3ccc(F)cc3)cnn2c1N
(59) Cc1ccc(C(C)C)c(OCc2n[nH]c(=S)o2)c1
(60) COc1cccc(NC(C)C(=O)Nc2cc([N+](=O)[O-])ccc2Cl)c1 (configuration not stated)
(61) CC(C)(C)n1nc2c(c1NC(=O)c1ccco1)CS(=O)C2 (configuration not stated)
(62) COc1ccc(CCN2C(=O)c3cccnc3C2=O)cc1OC
(63) COc1ccc(-n2c(C)nnc2SCC(=O)NC2CC2)cc1
(64) N/C(=N\c1nc2c(c(=O)[nH]1)CCCC2)Nc1ccccc1
(65) CCOC(=O)C1=C(CC)Nc2ccccc2N=C1N

assay / entry	57	58	59	60	61	62	63	64	65
LYPLA1 inh	1	8	0	1	4	-4	-4	-1	-2
PREPL inhibitor	-15	2	-3	14	-6	4	8	9	11
PAFAH2 FP inh	7	0	5	-3	-10	-3	-4	6	-1
LYPLA2 counter	2	6	4	4	2	2	2	1	-7
EBNA-1 inh	8	16	-1	7	-5	7	-24	3	-8
ZTA counter	15	-2	9	2	3	-13	3	-5	4
PAFAH1B2 inh	2	3	3	-2	3	3	0	1	-3
pPAFAH inh	7	1	9	3	6	0	-10	2	-10
PAFAH1B3 FP inh	7	2	9	5	-6	-2	-3	-5	9
